Growth percent in the NCI-60 one-dose screen (48 h, 10 µM unless noted): 100 = growth as untreated, 0 = no growth, -100 = all killed.
U251 = U251 CNS tumor cells | 80,000 compounds, 5.4% hits
SNB-19 = SNB-19 CNS cancer cells; 81,000 compounds, 2.5% hits
DU-145 = DU-145 prostate cancer | 81,000 compounds, 4.2% hits | AID 1794760
SF-268 = SF-268 CNS cancer cells; 82,000 compounds, 3.1% hits; AID 1794759
PC-3 = PC-3 prostate cancer cells; 80,000 compounds, 3.9% hits
HCC-2998 = HCC-2998 colon cancer; 79,000 compounds, 4.7% hits
SF-539 = SF-539 CNS cancer | 81,000 compounds, 6.8% hits
SNB-75 = SNB-75 CNS cancer; 79,000 compounds, 5% hits; AID 1794750
SF-295 = SF-295 CNS cancer cells | 79,000 compounds, 5.6% hits | AID 1794758
An asterisk follows results filed as active; . = not tested or not shown; & = joins results of further samples; [ ] = another dose, or the depositor's remark. How the source made its calls: active means growth percent below 10; inactive means the rest.

Values run as follows: U251 | SNB-19 | DU-145 | SF-268 | PC-3 | HCC-2998 | SF-539 | SNB-75 | SF-295
> CCOC(=O)C1=C(C)N2C(=NC3=C(CCCC/C3=C\c3ccccc3)C2c2ccccc2)S1 (configuration not stated)
    98 | . | 105 | 99 | 88 | 95 | 99 | 97 | 74
> COc1cc(C2C(C(=O)OC/C=C/c3ccc4c(c3)OCO4)C(c3cc(OC)c(OC)c(OC)c3)C2C(=O)OC/C=C/c2ccc3c(c2)OCO3)cc(OC)c1OC (configuration not stated)
    103 | 100 | 121 | 108 | 99 | 95 | 101 | 89 | 115
> O=[N+]([O-])c1ccc(OCCCBr)c(Cl)c1
    . | 101 | 106 | 106 | 107 | 106 | 111 | 55 | 98
> CCN(CC)CNC(=O)NC(C)=O
    96 | 102 | 113 | 106 | 77 | 94 | 95 | 98 | 101
> C[n+]1c(/C=N/NC(N)=S)ccc2ccccc21
    102 | 90 | 104 | 96 | 95 | 98 | 100 | 80 | .
> CCCn1c(=O)sc2cc3ccccc3nc21
    108 | 95 | 104 | 96 | 101 | 112 | 99 | 95 | 102
> CCC(C)OC(=O)C(O)c1ccccc1 (configuration not stated)
    101 | 100 | 104 | 95 | 102 | 106 | . | 91 | 106
> CC12C=CC(=O)C=C1CCC1C2C(O)CC2(C)C1CCC2(O)C(=O)CSc1ncnc2nc[nH]c12 (configuration not stated)
    101 | 98 | 118 | 105 | 122 | 107 | 102 | 94 | 104
> Fc1ccc(COc2ccc(Nc3ncnc4sc5c(c34)CCCC5)cc2Cl)cc1
    92 | 91 | 99 | 101 | 76 | 98 | 100 | 106 | 97
> COC1OC(CI)C(OC(C)=O)C(OC(C)=O)C1OC(C)=O (configuration not stated)
    94 | 103 | 102 | 101 | 91 | 111 | 101 | 93 | 99
> c1ccc2cc(C[n+]3ccn(CCCn4cc[n+](Cc5ccc6ccccc6c5)c4)c3)ccc2c1
    86 | 74 | 99 | 96 | 94 | 104 | 95 | 77 | 76
> COc1ccc(/C=c2\c(=O)n(-c3ccccc3)c3nnc(NO)n23)cc1
    98 | 98 | 101 | 95 | 89 | 104 | 96 | 94 | .
> COc1cc(-c2nn(-c3ccc(C)cc3)cc2C(=O)O)ccc1O
    108 | 98 | 109 | 90 | 91 | 92 | 101 | 88 | 98
> O=CC(=O)c1ccccc1
    103 | 88 | 109 | 98 | 117 | 102 | 98 | 89 | 101
> C=C1C(=O)O[C@H]2[C@H]1CC/C(COC(=O)/C=C/C(=O)NCc1ccc(Cn3c(=O)sn(-c4ccccc4)c3=O)cc1)=C\CC[C@@]1(C)O[C@@H]21
    21 | 62 | 8.6* | -6.2* | 57 | 54 | -39* | 71 | 100

Retrieved by compound from the list above (two):
Values run as follows: U251 | SNB-19 | DU-145 | SF-268 | PC-3 | HCC-2998 | SF-539 | SNB-75 | SF-295
> CCN(CC)CNC(=O)NC(C)=O
    96 | 102 | 113 | 106 | 77 | 94 | 95 | 98 | 101
> CCCn1c(=O)sc2cc3ccccc3nc21
    108 | 95 | 104 | 96 | 101 | 112 | 99 | 95 | 102

Continued:
Values run as follows: U251 | SNB-19 | DU-145 | SF-268 | PC-3 | HCC-2998 | SF-539 | SNB-75 | SF-295
> NC/C(=C/F)COc1ccc2nc(NCc3cccnc3)oc2c1
    105 | 105 | 95 | 93 | 104 | 117 | 92 | 63 | 100
> O=C1c2ccccc2C(=O)N1CCBr
    98 | 95 | 142 | 114 | 120 | 88 | 95 | 109 | 105
> Cc1nn(-c2ccccc2)c(N2CCOCC2)c1-c1nc2ccc(C(=O)NN=Cc3ccoc3)cc2[nH]1
    103 | 101 | 110 | 95 | 99 | 120 | 99 | 93 | 103
> CC(O)C1CCCNC1 (configuration not stated)
    96 | 103 | 109 | 101 | 98 | 114 | 94 | 89 | 97
> COc1cc(/C=C2\COc3ccc(O)c(O)c3C2=O)cc(OC)c1
    -19* | 11 | 9.5* | 11 | -3.3* | 25 | -70* | 27 | 80
> Cc1cc(C)nc(SC2=C(Nc3cccc(Cl)c3)C(=O)N(Cc3ccccc3)C2=O)n1
    78[30 µM] | 94[30 µM] | 80[30 µM] | 67[30 µM] | . | . | 70[30 µM] | 59[30 µM] | -12*[30 µM]
> CC/C(Cc1ccccc1)=C(\c1ccc(OCCN2CCCCCC2)cc1)c1ccc(OC(=O)NCc2ccccc2)cc1
    50 | 73 | 83 | 77 | 55 | 65 | 80 | 66 | 107
> CN(C)CCNC(=O)n1cc(-c2ccncc2)c(-c2cc(O)cc(Cl)c2)n1
    82 | 106 | 102 | 97 | 112 | 119 | 82 | 103 | 117
> CCOC(=O)CSc1nc(-c2cc(OC)ccc2OC)cc(-c2ccc(OC)cc2)c1C#N
    87 | 94 | 75 | 74 | . | 85 | 65 | 98 | 70
> CC(C)(C)C(=O)C1C(=O)c2ccccc2C1=O
    95&112 | 97 | 119&100 | 102&94 | 87&85 | 97&99 | 93&109 | 66&62 | 89&88
> Cc1cccc(NC(=O)N/C(N)=N/c2nc3ccccc3s2)c1
    29 | 42 | 35 | 54 | 34 | 56 | -3.2* | 4.6* | 49
> O=S(=O)(OCCCl)c1ccc(Cl)c(Cl)c1
    95 | 97 | 102 | 99 | 101 | 102 | 104 | 106 | 105
> Cc1cc(C)c(C#N)c(OCc2ccc(Cl)cc2)n1
    79 | 88 | 103 | 81 | 98 | 100 | 83 | 57 | 94
> CS(=O)(=O)c1ccc(-n2cc(/C=C/C(=O)c3ccc(NC(=O)CO[N+](=O)[O-])cc3)c(-c3ccc(Cl)cc3)n2)cc1
    93 | 85 | 101 | 111 | 96 | 93 | 93 | 111 | 91
> O=C1Nc2ccc(Br)cc2/C1=N/N=C/c1cccc(F)c1
    94 | 96 | 102 | 95 | 93 | 93 | 89 | 77 | 100

(cont.)
Values run as follows: U251 | SNB-19 | DU-145 | SF-268 | PC-3 | HCC-2998 | SF-539 | SNB-75 | SF-295
> CCOC(=O)c1ccc(NC2=C(Cl)C(=O)c3nc(C)ccc3C2=O)cc1
    64 | 68 | 91 | 71 | 48 | 80 | 54 | 70 | 65
> CC1CC(C)(C)OB(OC(C)CC(C)(C)OB2OC(C)CC(C)(C)O2)O1 (configuration not stated)
    94 | 104 | 102 | 102 | 98 | 93 | 104 | 115 | 105
> C=C(C)C(=O)Nc1c(C)cccc1C
    95 | 100 | 110 | 105 | 100 | 121 | 93 | 81 | 98
> CC(=O)N(c1ccccc1)c1ccccc1[N+](=O)[O-]
    100 | 92 | 107 | 99 | 90 | 106 | 94 | 107 | 94
> Cc1ccc(-c2nc3cnccn3c2NC(C)(C)C)o1
    103 | 105 | 104 | 98 | 97 | 108 | 99 | 96 | 95
> COC(=O)C1=C(C(=O)c2ccc(OC)cc2)C(c2ccccc2)C(C#N)=C(N)O1 (configuration not stated)
    94 | 104 | 107 | 111 | 101 | 116 | 114 | 104 | 113
> COc1cc2c(cc1OC)C(C#N)C2 (configuration not stated)
    102 | 101 | 114 | 112 | 97 | 122 | 99 | 71 | .
> CCCCCCCCCCCCCCCCNC(=O)NCCC
    96 | 101 | 101 | 113 | 99 | 106 | 98 | 93 | 125
> CC(=O)N1N=C(c2ccc(F)cc2)CC1c1c(C)nn(-c2ccccc2)c1N1CCOCC1 (configuration not stated)
    86 | 40 | 105 | 95 | 77 | 95 | 94 | 97 | 99
> O=c1/c(=C\c2ccc(-c3ccccc3)o2)sc2nc(-c3ccco3)nn12
    103 | 101 | 109 | 99 | 96 | 97 | 103 | 93 | 97
> CC(=O)[C@H]1CC[C@H]2[C@@H]3CC[C@H]4CC(=O)CC[C@@H]4[C@H]3CC[C@]12C
    90 | 96 | 115 | 104 | 79 | 93 | 86 | 68 | 89
> Cc1ccccc1/C=C1/SC(=O)N(CCCC(=O)N2CCN(c3cc4c(cc3F)c(=O)c(C(=O)O)cn4C3CC3)CC2)C1=O
    101 | 86 | 93 | 78 | 85 | 96 | 89 | 107 | 108
> CCCCCCc1ccc(C(O)CN(CCCCC)CCCCC)cc1 (configuration not stated)
    76 | 89 | 96 | 95 | 76 | 89 | 91 | 99 | 91
> CCCCc1ccc(-c2nc3c(c(C)nc4c3nnn4-c3ccc(OC)cc3)c(=O)o2)cc1
    108 | 101 | 116 | 105 | 100 | 115 | 93 | 91 | 101
> Cc1ccc(C(=O)NCCNc2nccc(Nc3ccc(S(=O)(=O)Nc4ccccn4)cc3)n2)cc1
    95 | 98 | 107 | 98 | 85 | 107 | 108 | 106 | 107

Individual results from the list.
In PC-3, CC(=O)N(c1ccccc1)c1ccccc1[N+](=O)[O-] has the entry 90
In HCC-2998, CN(C)CCNC(=O)n1cc(-c2ccncc2)c(-c2cc(O)cc(Cl)c2)n1 has the entry 119

(list continues)
Values run as follows: U251 | SNB-19 | DU-145 | SF-268 | PC-3 | HCC-2998 | SF-539 | SNB-75 | SF-295
> COc1ccc(C(Cc2ccccc2)NC(CO)(CO)CO)cc1 (configuration not stated)
    106 | 110 | 117 | 107 | 100 | 97 | 102 | 94 | 96
> COc1cc2nc(Cl)nc(Nc3cccc(C4=NN(C=O)C(c5ccc6c(c5)OCO6)C4)c3)c2cc1OC (configuration not stated)
    91 | 88 | 92 | 87 | 73 | 99 | 88 | 62 | 91
> COc1cc2c(cc1OC)C(c1ccc(N=Cc3ccc(Cl)c(Cl)c3)cc1)N(C(=S)Nc1cc(Cl)ccc1Cl)CC2 (configuration not stated)
    90 | 97 | 101 | 91 | 63 | 92 | 91 | 77 | 94
> Fc1ccc(-c2ccc(F)cc2)cc1
    98 | 100 | 107 | 99 | 98 | 108 | 105 | 88 | 102
> CN(C)Cc1cc(C(=O)/C=C/c2ccc(C(=O)O)cc2)cc(CN(C)C)c1O
    107 | 102 | 121 | 117 | 103 | 107 | 111 | 110 | 104
> CCOC(=O)C1CCC(=O)C=C1C (configuration not stated)
    95 | 120 | 98 | 106 | 103 | 97 | 92 | 100 | 106
> COc1cc(-c2c(-c3ccccc3)noc2C(N)=O)c(OC)c2c1OCO2
    104 | 94 | 108 | 99 | 105 | 101 | 106 | 85 | 107
> O=C(O)c1cc2cc([N+](=O)[O-])ccc2oc1=O
    100 | 101 | 121 | 116 | 89 | 104 | 113 | 93 | 97
> Cc1nc2nc3sc(C)c(C)c3c(=O)n2[nH]1
    98 | 106 | 113 | 108 | 105 | 90 | 105 | 92 | 99
> CN1c2c(C(=O)N3CCOCC3)cnn2CC1c1ccccc1 (configuration not stated)
    99 | 97 | 106 | 93 | 103 | 100 | 94 | 93 | 97
> CC(=O)Nc1ccc2c3c(cccc13)CC2
    . | 110 | 113 | 106 | 104 | . | 112 | 97 | 102
> COc1ccc(C2NCc3c(nc4c(c(C)nn4-c4ccccc4)c3-c3ccc(Cl)cc3)N2)cc1 (configuration not stated)
    93 | 103 | 105 | 97 | 86 | 106 | 104 | 79 | 100
> O=c1[nH]cnc2c1ncn2C1OCC(O)C(O)C1O (configuration not stated)
    109 | 107 | 107 | 100 | 102 | 95 | 100 | 96 | 98

Gathered by group: those above containing sulfur
Values run as follows: U251 | SNB-19 | DU-145 | SF-268 | PC-3 | HCC-2998 | SF-539 | SNB-75 | SF-295
> CCOC(=O)C1=C(C)N2C(=NC3=C(CCCC/C3=C\c3ccccc3)C2c2ccccc2)S1 (configuration not stated)
    98 | . | 105 | 99 | 88 | 95 | 99 | 97 | 74
> C[n+]1c(/C=N/NC(N)=S)ccc2ccccc21
    102 | 90 | 104 | 96 | 95 | 98 | 100 | 80 | .
> CCCn1c(=O)sc2cc3ccccc3nc21
    108 | 95 | 104 | 96 | 101 | 112 | 99 | 95 | 102
> CC12C=CC(=O)C=C1CCC1C2C(O)CC2(C)C1CCC2(O)C(=O)CSc1ncnc2nc[nH]c12 (configuration not stated)
    101 | 98 | 118 | 105 | 122 | 107 | 102 | 94 | 104
> Fc1ccc(COc2ccc(Nc3ncnc4sc5c(c34)CCCC5)cc2Cl)cc1
    92 | 91 | 99 | 101 | 76 | 98 | 100 | 106 | 97
> C=C1C(=O)O[C@H]2[C@H]1CC/C(COC(=O)/C=C/C(=O)NCc1ccc(Cn3c(=O)sn(-c4ccccc4)c3=O)cc1)=C\CC[C@@]1(C)O[C@@H]21
    21 | 62 | 8.6* | -6.2* | 57 | 54 | -39* | 71 | 100
> Cc1cc(C)nc(SC2=C(Nc3cccc(Cl)c3)C(=O)N(Cc3ccccc3)C2=O)n1
    78[30 µM] | 94[30 µM] | 80[30 µM] | 67[30 µM] | . | . | 70[30 µM] | 59[30 µM] | -12*[30 µM]
> CCOC(=O)CSc1nc(-c2cc(OC)ccc2OC)cc(-c2ccc(OC)cc2)c1C#N
    87 | 94 | 75 | 74 | . | 85 | 65 | 98 | 70
> Cc1cccc(NC(=O)N/C(N)=N/c2nc3ccccc3s2)c1
    29 | 42 | 35 | 54 | 34 | 56 | -3.2* | 4.6* | 49
> O=S(=O)(OCCCl)c1ccc(Cl)c(Cl)c1
    95 | 97 | 102 | 99 | 101 | 102 | 104 | 106 | 105
> CS(=O)(=O)c1ccc(-n2cc(/C=C/C(=O)c3ccc(NC(=O)CO[N+](=O)[O-])cc3)c(-c3ccc(Cl)cc3)n2)cc1
    93 | 85 | 101 | 111 | 96 | 93 | 93 | 111 | 91
> O=c1/c(=C\c2ccc(-c3ccccc3)o2)sc2nc(-c3ccco3)nn12
    103 | 101 | 109 | 99 | 96 | 97 | 103 | 93 | 97
> Cc1ccccc1/C=C1/SC(=O)N(CCCC(=O)N2CCN(c3cc4c(cc3F)c(=O)c(C(=O)O)cn4C3CC3)CC2)C1=O
    101 | 86 | 93 | 78 | 85 | 96 | 89 | 107 | 108
> Cc1ccc(C(=O)NCCNc2nccc(Nc3ccc(S(=O)(=O)Nc4ccccn4)cc3)n2)cc1
    95 | 98 | 107 | 98 | 85 | 107 | 108 | 106 | 107
> COc1cc2c(cc1OC)C(c1ccc(N=Cc3ccc(Cl)c(Cl)c3)cc1)N(C(=S)Nc1cc(Cl)ccc1Cl)CC2 (configuration not stated)
    90 | 97 | 101 | 91 | 63 | 92 | 91 | 77 | 94
> Cc1nc2nc3sc(C)c(C)c3c(=O)n2[nH]1
    98 | 106 | 113 | 108 | 105 | 90 | 105 | 92 | 99
